# Source: PubChem (several laboratories)
# ADAM17 inh: inhibitors of human ADAM17 | P78536 | recombinant ADAM17, EDANS/DABCYL FRET peptide cleavage | inhibition, % at 6.95 µM | 370,000 compounds, 0.83% hits | AID 720648;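 active = inhibition above the mean of compounds lying between control limits plus 3 SD, set per campaign, cut at about 8.5% in these data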;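 note: 0% = DMSO-only wells as the low control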
# SMARCA2 activ: increases SMARCA2 function in MMTV reporter cells. MG213 cells, MMTV-luciferase reporter, dexamethasone, overnight. activation, % at 9.1 µM. 370,000 compounds, 1% hits. AID 652017; in the data active = activation above about 7.8%;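 note: 0% = vehicle wells and 100% = reference activator wells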
# DAX1 inh-1: inhibits human nuclear receptor DAX1; P51843; HEK293 Gal4-DAX1 luciferase reporter, luminescence; inhibition, % at 6.75 µM; 340,000 compounds, 0.99% hits; AID 504766;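 active = inhibition above the mean over all tested compounds plus 3 SD, cut at about 4.2% in these data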;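 note: 0% = DAX1-transfected cells with DMSO and 100% = empty-vector control cells with DMSO; inhibition shows as a rise in luminescence from relieved DAX1 repression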
# hgDAF12 agonist: agonists of H. glycines DAF-12 nuclear receptor | 370,000 compounds, 1.8% hits | activation, % at 6.8 µM | HEK293 GAL4-hgDAF12 UAS-luciferase reporter, agonist luminescence; normalized to butyrate control;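 active = activation above a cutoff set at the mean of all screened compounds plus 3 SD, cut at about 10% in these data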;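 note: 0% = DMSO wells and 100% = sodium butyrate wells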
# MBD2 inh: MBD2-methylated oligo binding inhibition; 370,000 compounds, 0.31% hits; inhibition, % at 4.4 µM; TR-FRET, MBD2 binding to methylated oligonucleotide; Q9UBB5; in the data active = inhibition above about 13%
# PLC-gamma1 inh: blocks human PLC-gamma1 enzyme activity; P19174; purified PLC-gamma1, fluorogenic substrate, fluorescence; inhibition, % at 12.2 µM; 370,000 compounds, 0.84% hits; in the data active = inhibition above about 9.5%
# NR1D1 modulator: Rev-erb alpha (human) modulation | activity, % at 10 µM | P20393 | 370,000 compounds, 0.79% hits | Rev-erbα–FITC-DNA binding, fluorescence polarization, 90 min;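 active = activity above about 14%, limit read from the data; passing the limit was not always enough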;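 note: 0% = DMSO wells with 35 nM protein and 100% = DMSO wells with 750 nM protein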
# PLCb3 inh: PLC-beta3 (human) inhibition, primary screen; Purified PLC-beta3, fluorogenic substrate, fluorescence; inhibition, % at 12.2 µM; 370,000 compounds, 0.18% hits; in the data active = inhibition above about 11%;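 note: 0% = median of compound wells on plate and 100% = full blocker control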
# Target sequence (Q01970 whole entry, looked up): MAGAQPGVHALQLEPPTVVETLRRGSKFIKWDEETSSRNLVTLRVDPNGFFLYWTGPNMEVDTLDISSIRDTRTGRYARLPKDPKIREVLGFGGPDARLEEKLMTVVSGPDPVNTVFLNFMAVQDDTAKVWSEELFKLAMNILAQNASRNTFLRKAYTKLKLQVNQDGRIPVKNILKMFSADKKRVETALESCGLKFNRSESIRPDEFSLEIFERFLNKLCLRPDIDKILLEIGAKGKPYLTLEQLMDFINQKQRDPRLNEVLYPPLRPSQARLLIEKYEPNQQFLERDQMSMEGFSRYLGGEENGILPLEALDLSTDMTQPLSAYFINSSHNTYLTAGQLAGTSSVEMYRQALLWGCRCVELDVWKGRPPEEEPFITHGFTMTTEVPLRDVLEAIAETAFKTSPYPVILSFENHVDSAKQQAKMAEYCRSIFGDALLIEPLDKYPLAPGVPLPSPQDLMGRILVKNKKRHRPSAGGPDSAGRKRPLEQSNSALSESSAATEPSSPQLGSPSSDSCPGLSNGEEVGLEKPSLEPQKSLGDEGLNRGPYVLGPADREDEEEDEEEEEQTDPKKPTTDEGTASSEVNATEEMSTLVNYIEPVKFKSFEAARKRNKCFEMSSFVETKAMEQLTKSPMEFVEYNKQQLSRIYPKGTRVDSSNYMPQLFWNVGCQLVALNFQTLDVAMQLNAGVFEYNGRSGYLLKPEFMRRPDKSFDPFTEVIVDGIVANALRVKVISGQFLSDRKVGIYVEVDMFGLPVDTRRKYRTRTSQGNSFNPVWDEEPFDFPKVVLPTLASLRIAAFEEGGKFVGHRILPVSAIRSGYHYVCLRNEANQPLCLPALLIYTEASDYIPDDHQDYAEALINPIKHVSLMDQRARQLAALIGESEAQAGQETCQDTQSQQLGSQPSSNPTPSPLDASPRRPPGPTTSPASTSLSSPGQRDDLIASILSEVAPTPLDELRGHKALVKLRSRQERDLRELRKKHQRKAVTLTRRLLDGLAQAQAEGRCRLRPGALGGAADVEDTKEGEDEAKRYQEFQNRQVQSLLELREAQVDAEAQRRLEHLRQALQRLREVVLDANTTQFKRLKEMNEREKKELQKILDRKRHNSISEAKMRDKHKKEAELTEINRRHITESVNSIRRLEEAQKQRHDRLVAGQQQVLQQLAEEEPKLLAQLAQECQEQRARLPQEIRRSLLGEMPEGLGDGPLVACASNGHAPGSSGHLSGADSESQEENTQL
# ssDAF-12 act: activators of S. stercoralis DAF-12 nuclear receptor; HEK293 ssDAF-12/GRIP1 lit1-tk-luc reporter, luminescence; % of 3 µM dafachronic acid response; activation, % at 6.8 µM; 370,000 compounds, 1% hits;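 active = activation above the mean over all tested compounds plus 3 SD, cut at about 0.9% in these data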;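 note: 0% = DMSO-only wells and 100% = 3 µM delta7-dafachronic acid wells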
# hcDAF12 agonist: H. contortus DAF-12 activation, primary screen. HEK293 hcDAF-12 lit1-tk-luc reporter, luminescence; 0% DMSO, 100% Δ7-dafachronic acid. activation, % at 6.8 µM. 370,000 compounds, 1.4% hits;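 active = activation above the mean of all tested compounds plus 3 SD, cut at about 5.5% in these data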;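 note: 100% = response to 3 µM Δ7-dafachronic acid high control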
# DAX1 inh-2: DAX1 (NR0B1) inhibition, primary screen; HEK293T StAR-luciferase reporter, SF-1/DAX-1 repression relief; inhibition, % at 6.8 µM; 370,000 compounds, 1.1% hits; AID 652010;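 active = inhibition above the mean over all tested compounds plus 3 SD, cut at about 3.6% in these data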;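 note: 0% = DAX-1 cells with DMSO and 100% = cells lacking DAX-1 with DMSO; higher inhibition means more luminescence from relief of DAX-1 repression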
# Numbers without * were called inactive; i = inactive; · = not tested or not shown.
SMILES,ADAM17 inh,SMARCA2 activ,DAX1 inh-1,hgDAF12 agonist,MBD2 inh,PLC-gamma1 inh,NR1D1 modulator,PLCb3 inh,ssDAF-12 act,hcDAF12 agonist,DAX1 inh-2
CSc1ccc(/C=N/NC(=O)c2cccs2)cc1,-4,4,·,16*,-4,-76,-9,-87,0.4,6.3*,2.5
CCc1noc(C)c1C(=O)NC1CCCc2c1cnn2-c1ccc(C(C)(C)C)cc1 (stereo not drawn),-4,0,-0.2,1.9,0,-3,-1,-9,-1.1,1.1,-0.6
C[C@H](CO)N1C[C@H](C)[C@@H](CN(C)C(=O)Nc2ccc(C(F)(F)F)cc2)Oc2c(NS(=O)(=O)c3ccccc3)cccc2C1=O,1,0,-0.4,-0.6,6,1,1,3,-1.2,-1.1,-0.2
COc1ccc(CC(=O)Nc2c3c(nn2C(C)(C)C)CS(=O)C3)cc1 (stereo not drawn),-1,3,2.7,2.4,-3,2,-6,2,-0.8,-1.3,-0.2
COc1ccc(C)cc1S(=O)(=O)N1CCc2ccccc2C1,2,2,0.2,-1.1,0,4,1,-4,-1.1,-0.4,0.1
CNS(=O)(=O)c1ccc2c3c(cccc13)C(=O)N2,-341,6,-0.5,-0.8,-5,i,-7,i,-0.8,-0.6,-0.5
Cc1ccc(-c2nc(NCCN(C)C)c3ccccc3n2)cc1,0,13*,2.7,5.1,5,-4,5,-10,0.3,14*,1.6
CN1C(=O)N(C)C(c2ccccc2Cl)C2=C1CC(C)(C)CC2=O (stereo not drawn),1,-2,3.3,0.0,0,-2,-1,-8,-1.0,0.0,-0.2
COC(=O)c1ccccc1N/C=C/C(=O)c1ccc(Br)cc1,0,6,1.1,8.8,-5,-47,0,-51,-0.8,-0.1,1.1
O=C(NC1CCN(S(=O)(=O)c2ccccc2)CC1)c1ccc(F)cc1,-3,-2,1.2,1.8,-3,-1,2,-4,-1.6,-0.8,-0.1
O=C(NCc1ccc2c(c1)OCO2)c1ccc(NS(=O)(=O)c2ccc3c(c2)OCCO3)cc1,-4,-1,-0.8,-2.2,3,-1,3,-2,-1.0,0.0,0.3
Cc1noc(C(F)(F)F)c1C(=O)NNC(=O)c1cccc(C(F)(F)F)c1,-6,0,0.3,1.3,-5,4,0,9,-1.6,1.1,-0.3
CCCCn1c(N)c(N(CCOC)C(=O)C2CCN(C(=O)c3ccc(Cl)cc3)CC2)c(=O)[nH]c1=O,-1,0,-0.1,1.5,-1,0,-1,-6,-0.7,-1.8,-0.2
COc1ccccc1CNC(=O)Nc1nc(C(N)CCc2ccccc2)cs1 (stereo not drawn),-3,-3,·,1.1,5,4,-5,3,-1.3,-0.5,-0.3
O=C1NC[C@@H](CCCCN2C[C@H](Cc3ccc(O)cc3)N(CCc3ccccc3)C(=O)C2=O)N(CCc2ccccc2)C1=O,-2,-2,·,-0.7,5,3,-1,-2,-0.9,0.1,-0.8
C[C@H]1COC(=O)[C@H](CC(=O)OC(C)(C)C)C/C=C\C[C@@H](CC(=O)N[C@@H](CO)Cc2ccccc2)C(=O)N1,0,0,-0.1,-1.8,-1,-3,-1,3,-1.4,0.4,-0.7
Cc1ccc(NC(=O)CSCC(=O)Nc2ccccc2C(=O)N2CCCCC2)cc1,-4,3,-0.9,0.7,3,-1,-1,-5,-0.3,-1.4,-0.6
CC(C)NC(=O)NC(=O)COC(=O)c1ccc(NC(=O)CC#N)cc1,-5,-3,-1.0,-1.0,-2,-5,-1,-3,-1.2,-2.3,0.0
O=C(O)CCC(=O)Nc1cccc2cccnc12,-1,-1,5.2*,-1.4,-1,3,1,4,-0.5,-1.1,0.2
CCOC(=O)c1cc(C)nc(Sc2ccc(C)cc2)c1C#N,-6,-2,1.8,0.1,-1,2,4,4,-1.8,-2.6,-0.2
Cc1cc(SCC(=O)N2CCCC2=O)nc2c(C)cccc12,-3,-1,1.0,-0.5,2,2,0,-2,-1.2,-1.6,-1.2
O=C(CCSCc1ccccc1F)N1CCN(c2ccccn2)CC1,-2,12*,1.5,4.2,2,10.0*,6,2,0.1,-0.2,1.2
O=C(Nc1ccn(Cc2c(F)c(F)c(F)c(F)c2F)n1)c1ccc(COc2ccccc2Cl)cc1,-4,-1,0.8,0.0,-1,1,-4,1,-1.3,-1.6,-0.1
Cc1ccc(S(=O)(=O)N2CCC(C(=O)NCc3cccnc3)CC2)cc1,2,5,1.7,2.1,-7,4,2,-4,-1.7,-1.4,0.0
CCC(C)NC(=O)C1CCN(C(=O)c2ccccc2)CC1 (stereo not drawn),-1,2,-0.3,-0.3,-3,2,-4,4,-0.8,4.8,-0.2
O=C(/C=C/c1ccc(Cl)cc1)NCc1ccncc1,-4,-1,0.4,3.6,4,2,8,2,-0.7,-1.3,-0.8
Cc1cccc(C)c1OCC(=O)Nc1ccccc1C(F)(F)F,-1,1,-0.3,2.0,4,2,0,-2,-2.0,-0.8,0.9
Cc1ccc(NC(=O)CCn2cnc3ccccc3c2=O)cc1,0,-1,1.1,1.6,0,-2,-4,1,-1.5,1.5,-0.1
COc1ccc(NC(=O)CN(C)S(=O)(=O)c2ccc3c(c2)CC(C)N3C(C)=O)c(OC)c1 (stereo not drawn),-4,-4,0.8,-0.2,-1,-1,-5,-4,-0.9,-2.5,-0.1
CCOC(=O)c1[nH]c2ccc(OC)cc2c1NC(=O)CCN1CCSCC1,-174,-3,-0.3,-0.2,4,i,-2,i,-1.9,-1.7,-0.4
CC(C)(C)n1nnnc1C(c1cccnc1)N(Cc1ccccc1)Cc1ccco1 (stereo not drawn),4,-1,0.3,-0.1,-1,1,8,1,-1.0,-3.1,-0.7
O=C(NCc1cccc(C(F)(F)F)c1)c1ccc(=O)[nH]c1,-4,-3,-0.3,-1.0,1,1,-1,-8,-1.1,-1.1,-0.4
Cc1ccc(F)c(NC(=O)c2c(-c3ccccc3)noc2C)c1,2,0,-0.5,-1.8,-1,1,4,-4,-1.7,-2.2,-2.8
COc1cc(OC)cc(C(=O)Nc2ccc(S(=O)(=O)N(C)C)cc2)c1,0,0,-0.7,-0.9,3,1,1,2,-1.5,-2.5,-0.3
CCOC(=O)c1c(C)n(C)c2cc(-c3ccc(F)cc3)c(O)cc12,2,-4,-0.1,-0.1,-1,-1,-1,-1,-0.5,-1.1,-0.6
CC1CN(S(=O)(=O)c2ccc(C(=O)NCCCn3ccnc3)cc2)CC(C)O1 (stereo not drawn),-5,-6,-3.1,-8.8,8,-1,-2,0,-1.6,-3.0,-4.4
FCCCOc1ccc(CN2CCN(c3ccccc3F)CC2)cc1,-2,-1,-1.2,-2.7,-2,-2,2,0,-0.5,-1.9,-0.1
Cc1ccc2oc(=O)n(CCCOc3ccccc3C)c2c1,-3,-1,2.1,1.3,0,0,4,-7,-2.5,0.1,1.2
Cc1cc(C(F)F)n2ncc(C(=O)N3CCCCC3)c2n1,7,-4,1.5,0.9,-4,-13,1,-15,-1.3,-1.2,-0.8
Clc1cccc(CON/C=N/c2ncnc3sccc23)c1,6,-3,-0.8,-3.5,-5,9,-6,7,-1.8,-3.0,-1.3
Cc1csc(NC(=O)c2nc3nccc(C)n3n2)n1,-1,8.6*,0.3,4.1,-2,1,5,3,-0.9,1.3,1.1
Cc1c(NC(=O)C(C)OC(=O)c2cc(Cl)nc(Cl)c2)c(=O)n(-c2ccccc2)n1C (stereo not drawn),-3,-2,0.7,4.4,4,1,-4,-1,-0.9,4.1,0.4
Cc1cc(C)n(-c2ccc(C(=O)OCC(=O)N3CCN(c4ccccc4)CC3)cc2)n1,-1,6,0.4,0.2,0,5,2,-5,-1.1,-1.7,-1.9
O=C(Nc1ccc(N2CCN(c3ccccc3)CC2)c(F)c1)C1CC1,1,-3,1.5,1.1,-3,2,4,-1,0.3,5.8*,1.2
O=C(c1ccoc1)N1CCC2(CC1)Oc1ccc(Cl)cc1C(=O)C21CC(c2ccc(Cl)cc2)=NO1 (stereo not drawn),-5,-2,-0.2,-0.2,2,-1,-1,2,-1.3,-1.3,0.2
COc1ccccc1N1CCN(c2ccnc3cc(Cl)ccc23)CC1,-2,-2,-3.1,0.8,1,4,2,-6,-0.6,0.0,-0.5
Cc1ccc2oc(C(=O)Nc3cc(C)on3)c(C)c2c1,-7,9.4*,2.7,11*,1,2,4,0,2.5*,11*,5.5*
CC1CCCN(C(=O)COC(=O)c2n[nH]c3ccccc23)C1 (stereo not drawn),-2,2,2.5,9.2,-6,3,-1,2,-0.1,1.3,0.5
CC1CCCN(c2nc3ccsc3c(=O)s2)C1 (stereo not drawn),-5,4,1.0,7.2,0,-19,8,-23,-1.3,0.7,2.5
OCCC1CN(Cc2cccn2-c2ccccn2)CCN1Cc1ccccc1 (stereo not drawn),-5,-4,1.2,-1.5,3,-1,-2,-12,-0.2,-0.6,0.4
# Continuation.
SMILES,ADAM17 inh,SMARCA2 activ,DAX1 inh-1,hgDAF12 agonist,MBD2 inh,PLC-gamma1 inh,NR1D1 modulator,PLCb3 inh,ssDAF-12 act,hcDAF12 agonist,DAX1 inh-2
C=CCN1C(=O)C(Cc2ccc(OCC)cc2)S/C1=N\N=C\c1cccs1 (stereo not drawn),2,3,0.7,1.5,1,0,0,-1,-1.2,0.6,-0.3
O=C(NCC(c1ccco1)N1CCCCC1)c1ccc(S(=O)(=O)Nc2ccccc2Cl)cc1 (stereo not drawn),-2,0,-0.6,-1.5,-3,-2,-1,1,-0.5,-0.1,-2.1
CC1Nc2ncnc(N3CCOCC3)c2N(Cc2ccccc2)C1=O (stereo not drawn),-6,1,-0.1,-0.1,-3,0,7,-2,-1.1,-2.4,-0.3
CN(CC(=O)Nc1ccc(Cl)c(C(F)(F)F)c1)C(=O)Cc1n[nH]c(=O)c2ccccc12,-3,-5,-2.3,-7.0,8,10*,5,-3,-1.8,-3.4,-7.6
Cc1cc(C)c(C)c(S(=O)(=O)Nc2ccccc2C(=O)O)c1C,-2,-2,4.9*,-2.1,-2,-5,0,-3,-0.9,1.1,0.1
COc1ccc(NC(=O)N(C)C[C@H]2Oc3c(NC(=O)Nc4ccc5c(c4)OCO5)cccc3C(=O)N([C@H](C)CO)C[C@@H]2C)cc1,-3,0,-1.4,-1.1,-1,1,-3,-1,-1.1,-0.2,-0.2
COc1ccccc1NC(=O)N(c1c(N)n(Cc2ccccc2)c(=O)[nH]c1=O)C1CCCC1,-1,0,1.8,-0.8,-3,-3,0,0,-1.4,-0.1,0.3
Cn1c(=O)c2cc(S(=O)(=O)N3CCN(c4cccc(C(F)(F)F)c4)CC3)ccc2n(C)c1=O,-4,0,1.1,-1.4,3,-2,11,-3,-1.2,-0.2,0.4
CCOC(=O)c1ccc2c(c1)N(CC#N)C(=O)C(C)(C)O2,-3,-2,0.9,-1.7,1,-1,8,-1,-1.3,-1.9,-0.3

# An excerpt from above in order of their number in SMARCA2 activ, falling.
canonical_smiles	ADAM17 inh	SMARCA2 activ	DAX1 inh-1	MBD2 inh	PLC-gamma1 inh	NR1D1 modulator	PLCb3 inh	ssDAF-12 act	hcDAF12 agonist	DAX1 inh-2
CC1Nc2ncnc(N3CCOCC3)c2N(Cc2ccccc2)C1=O (stereo not drawn)	-6	1	-0.1	-3	0	7	-2	-1.1	-2.4	-0.3
O=C(NCc1ccc2c(c1)OCO2)c1ccc(NS(=O)(=O)c2ccc3c(c2)OCCO3)cc1	-4	-1	-0.8	3	-1	3	-2	-1.0	0.0	0.3
CCOC(=O)c1ccc2c(c1)N(CC#N)C(=O)C(C)(C)O2	-3	-2	0.9	1	-1	8	-1	-1.3	-1.9	-0.3

# Compounds were not picked by outcome (roughly 7.4% active in at least one column).
